ERa coact inh – blocks coactivator binding to human estrogen receptor alpha. inhibition, % at 25.6 µM. TR-FRET ER-alpha LBD / SRC-1 peptide, estradiol-bound. AID 629. 86,000 tested, 1.7% active; in the data active = inhibition above about 50%;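 also: 0% = receptor plus peptide control and 100% = peptide only without receptor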
ERb coact inh – blocks coactivator binding to human estrogen receptor beta. Q92731. TR-FRET ER-beta LBD / SRC1-Cy5 peptide binding; receptor agonist-loaded with 1 µM estradiol. inhibition, % at 25.6 µM. 86,000 tested, 1.3% active;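 active = compounds whose percent inhibition of the receptor-coactivator binding signal exceeds about 50% in the single-dose screen, limit read from the data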;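 also: 0% = receptor plus peptide wells without compound and 100% = peptide-only wells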
FAK blocker – FAK (human) kinase inhibition; biochemical FAK kinase activity assay; inhibition, %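 (tested at 7 µM)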; 97,000 tested, 0.84% active; in the data active = inhibition above about 19%;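 also: 0% = DMSO and 100% = reference compound high control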
ERa SRC1 pot – ER-alpha (human) coactivator binding potentiation; TR-FRET ERalpha-LBD/SRC-Cy5 coactivator binding, 2 h; 100 = basal binding, no effect; coactivator binding (% of control), % at 25.6 µM; 86,000 tested, 1.3% active; AID 639; in the data active = activity above about 200%;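 also: binding measured in presence of low estradiol as agonist stimulus; 0% = peptide alone without receptor and 100% = receptor with peptide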
CD11b adhes enh – increases human CD11b/CD18 adhesion to fibrinogen; 93,000 tested, 0.07% active; AID 1499; K562 CD11b/CD18 adhesion to fibrinogen, ATPlite luminescence; activation, % at 10 µM;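 active = 10 µM primary screen giving 50% or more activity, confirmed by 40% or more on retest at that dose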; also: strong numbers were not always called active; reference of the scale not given here
Target sequence (P05107 whole entry, looked up, other chains not shown): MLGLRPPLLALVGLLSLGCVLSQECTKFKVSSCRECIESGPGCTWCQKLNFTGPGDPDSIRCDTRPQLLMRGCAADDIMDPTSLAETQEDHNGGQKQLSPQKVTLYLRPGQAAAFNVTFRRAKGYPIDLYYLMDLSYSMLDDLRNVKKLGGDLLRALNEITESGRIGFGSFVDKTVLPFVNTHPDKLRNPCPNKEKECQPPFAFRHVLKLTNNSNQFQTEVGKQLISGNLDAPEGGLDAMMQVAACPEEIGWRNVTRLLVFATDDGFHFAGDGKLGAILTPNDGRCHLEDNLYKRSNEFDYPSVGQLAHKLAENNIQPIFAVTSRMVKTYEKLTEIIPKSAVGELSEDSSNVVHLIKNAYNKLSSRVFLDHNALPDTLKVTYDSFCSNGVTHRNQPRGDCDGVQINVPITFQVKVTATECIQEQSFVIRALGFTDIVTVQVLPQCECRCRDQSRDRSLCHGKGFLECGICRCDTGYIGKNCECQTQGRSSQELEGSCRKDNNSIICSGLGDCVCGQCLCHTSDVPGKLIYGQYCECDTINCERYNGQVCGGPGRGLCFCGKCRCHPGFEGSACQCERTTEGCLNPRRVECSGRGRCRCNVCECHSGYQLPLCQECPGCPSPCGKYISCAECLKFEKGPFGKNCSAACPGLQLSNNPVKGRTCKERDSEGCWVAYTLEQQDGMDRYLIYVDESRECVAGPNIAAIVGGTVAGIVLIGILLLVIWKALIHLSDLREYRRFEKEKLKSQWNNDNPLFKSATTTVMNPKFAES
E coli WT exp – growth inhibitors of E. coli BW25113 wild type. 98,000 tested, 0.15% active. AID 710. OD600 absorbance. growth inhibition, % at 100 µM;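 active = growth inhibition above about 50% at one test dose, limit read from the data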;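 also: growth measured after 20 h incubation at 37 °C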
PLAP activator – activates human placental alkaline phosphatase | P05187 | purified PLAP enzyme, luminescent substrate read-out; stronger effect = higher value | activation fold at 20 µM | 96,000 tested, 1.2% active | AID 696; in the data active = activation fold above about 2
CD11b adhes inh – blocks human CD11b/CD18 adhesion to fibrinogen; P05107+P11215; K562 CD11b/CD18 adhesion to fibrinogen, ATPlite luminescence; Mn2+ added to activate the integrin; inhibition, % at 10 µM; 93,000 tested, 0.54% active;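 active = primary inhibition of 50% or more at 10 µM, then 40% or more on retest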; also: some results filed as inactive read as strong as hits
MT1-MMP txn act – MT1-MMP promoter transcription activation; HT1080 MT1-MMP promoter luciferase reporter, luminescence, overnight; stronger effect = higher value; activation factor at 10 µM; 86,000 tested, 0.16% active;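 active = activation factor of at least 2 for MT1-MMP transcription at 10 µM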
Starred values were filed as active, the others as inactive; x = not tested or not shown; [ ] = remark or other dose.

compound	ERa coact inh	ERb coact inh	FAK blocker	ERa SRC1 pot	CD11b adhes enh	E coli WT exp	PLAP activator	CD11b adhes inh	MT1-MMP txn act
CCCCCN(C(=O)NC(=O)Nc1ccccc1OC)S(C)(=O)=O	-1	0	-2	106	6	3	0.8	-12	1.1
CCOC(=O)c1sc(-n2[nH]c(C)cc2=O)nc1C	8	3	-9	98	3	-5	0.9	-16	1.1
CCOC(=O)c1[nH]nc2c1C(=O)N(CC)C2=O	0	-8	-1	91[fluorescence artefact?]	-1	-1	0.9	9	1.2
O/N=C1\CCCc2oc3c(c21)CCCC3	-1	2	-2	116	-2	-3	1	x	1.2
COCCn1c(SCC(=O)Nc2ccc(S(=O)(=O)N(C)C)cc2)nc2ccccc21	-8	6	-1	111	0	-11	0.8	4	1.1
NC(=O)CSc1nnnn1-c1ccc2c(c1)OCCO2	-17	-24	-3	94	x	x	x	x	1.2
CCOc1cc(C#N)c(NC(=O)CSc2nnnn2-c2ccc(OC)cc2)cc1OCC	27[fluorescence artefact?]	13[fluorescence artefact?]	4	76[fluorescence artefact?]	-6	-1	0.9	9	1.2
CCCC(=O)N1CCN(c2ccc(NC(=O)c3cc4ccccc4o3)cc2Cl)CC1	3	0	2	106	-6	-6	1	73	1
CC1(C(=O)O)COC(c2ccc([N+](=O)[O-])cc2)OC1 (stereo unspecified)	-3	-8	-1	112	-3	3	1.1	-12	1
CC(C)(C)c1ccc(Cn2nnc3c(=O)[nH]c(C4CCN(C(=O)Cc5cccs5)CC4)nc32)cc1	-9	-5	2	89	14	0	1.5	22	1
CCOc1ccc(C(=O)Nc2nnc(C(C)C)s2)cc1OCC	x	x	-1	x	-9	1	0.9	2	x
Cc1cc(N2CCOCC2)c2c(N)c(Br)cc(C)c2n1	x	x	x	x	-2	-9	2*	12	1.1
COC(=O)[C@@H](NC(=O)Nc1ccc2c(c1)OCCO2)C(C)C	-10	-6	-1	114	-1	7	1	-3	1.1
Cc1ccc(C(c2sc3nc(C)nn3c2O)N2CCN(c3ccc(F)cc3)CC2)cc1 (stereo unspecified)	-3	-4	0	92	0	9	1.7	-18	1.3
O=C(NCCc1ccccc1)c1ccc(CS(=O)(=O)Cc2ccccc2F)o1	5	4	3	91	-3	4	0.9	-34	1.1
O=C(O)CCCc1nc(-c2ccc(Cl)cc2)no1	x	x	-3	x	9	-2	1	-4	x
Cc1nc(NCc2ccccc2)[nH]c(=O)c1CCC(C)C	21[fluorescence artefact?]	-1[fluorescence artefact?]	3	111	-1	-7	0.9	0	1.1
COc1ccc(/C(C)=C2/SC(=S)N(CCC(=O)O)C2=O)cc1	-10	-1	3	111	0	-2	1	5	1.3
O=C(CSc1nnnn1C1CCCCC1)N1CCc2ccccc21	1	-3	-5	121	0	-1	0.9	-14	1
COC(=O)C(C)(C(=O)OC)c1ccccc1[N+](=O)[O-]	2[fluorescence artefact?]	-1[fluorescence artefact?]	1	97	2	6	0.8	10	1
O=C(NCC(c1cccnc1)N1CCN(c2ccc(F)cc2)CC1)c1cccc(Cl)c1 (stereo unspecified)	-5	2	-3	113	x	3	1.3	x	1.1
CCOc1ccc(OCc2cccc(C(=O)O)c2)cc1	x	x	x	x	-1	-12	1.1	59*	0
COC(=O)C1C(=O)NCC1c1ccc(OC)cc1 (stereo unspecified)	6	-4	1	107	3	7	1	-6	1
O=C(NCC(=O)N1CCCCC1)c1ccc(Cl)cc1Cl	x	x	-2	x	-4	5	1.3	0	x
N#CCSc1nc(-c2ccccc2)cs1	3	-3	1	105	0	11	0.8	7	1.3
c1cnc2ccc(C(c3nnnn3C3CCCC3)N3CCN4CCCC4C3)cc2c1 (stereo unspecified)	-7	-6	1	86	x	2	1.3	x	1.2
CCN(CC)CCNC1=NCCn2c1cc1cc(OC)ccc12	5	-9	2	107	-2	4	0.9	-27	1.2
CCCCn1c(NC(C)=O)c(C#N)c2nc3ccccc3nc21	6[fluorescence artefact?]	1	-1	90	-8	0	1.1	2	0.9
COc1ccc(S(=O)(=O)N(C)CC(=O)Nc2ccc3c(c2)OCO3)cc1	17	-2	-2	100	-4	-7	1	-4	1.1
CCCCOc1ccc(CNn2c(C)nc3ccccc3c2=O)cc1	2	3	-5	90	x	-5	1	x	1.2
CC(C)c1ccccc1NC(=O)c1cnccn1	0	-3[fluorescence artefact?]	-1	88	-1	-2	1.2	2	1.1
CC(=O)c1ccc(NC(=O)CN2CCN(c3ncccn3)CC2)cc1	x	x	1	x	5	-3	0.8	2	x
COc1ccc(CCNC(=O)c2ccc(N3CCCC3=O)cc2)cc1	x	x	-3	x	-3	3	1	-5	x
CC(C)Cc1ccc(C(C)C(=O)Nc2nccs2)cc1 (stereo unspecified)	1	-1	2	109	0	-4	1.2	5	1.1
COc1cccc(N2CCN(C3CCCC(C)C3)CC2)c1 (stereo unspecified)	-9	5[fluorescence artefact?]	1	94	2	14	1.4	-26	1.1
CCCCn1c(NC(=O)C2CCCCC2)nc2ccccc21	-3	-3	0	96	-10	1	1.2	4	1.1
COc1ccc(CN(C(=O)c2snc(C(N)=O)c2N)C(C(=O)NC(C)(C)C)c2ccco2)cc1 (stereo unspecified)	5[fluorescence artefact?]	-6	1	114	0	1	1.3	5	1.1
Cc1cc(C)n(C(=O)CNC(=O)Cc2ccccc2)n1	-4	16	2	109	-3	4	1	1	1.1
Cc1ccccc1C(=O)c1cccn1CC(=O)NCCN1CCN(c2cccc(C)c2C)CC1	-1	-8	3	80	8	-2	1.4	42	1.2
CCN(CC)S(=O)(=O)c1ccc(-c2nnco2)cc1	4[fluorescence artefact?]	6[fluorescence artefact?]	x	114	x	8	x	x	1.2
O=C(Nc1cccc(C(=O)N2CCOCC2)c1)NC1CCCCC1	-6	-3	3	130	-2	-1	1.1	-26	1.1
Cc1cc(C)cc(NC(=O)CN2CCCN(S(=O)(=O)c3ccc(Br)s3)CC2)c1	3	7[fluorescence artefact?]	-2	104	-1	-20	1	12	1.2
COCCNC(=O)CN(Cc1ccc2c(c1)OCO2)C(=O)CCC(=O)Nc1nccs1	4	0	0	113	2	-1	1	-37	1
Cc1cccc(C)c1NC(=O)CN(C)CC(=O)Nc1cc(Cl)ccc1C#N	2	4	-4	93	-5	-1	1.9	6	1.1
CC(=O)Nc1ccc(S(=O)(=O)N2CCc3ccccc3C2)cc1	-1	-3	1	115	x	3	0.9	x	1.2
CCCn1c(NCc2c[nH]c3ccccc23)nc2ccccc21	3	-11	2	98	-2	31	0.7	-3	1.4
CCNc1ccc2c(Cl)cc(=O)oc2c1	-2	2	2	111[fluorescence artefact?]	0	7	1	14	1.3
CCCS(=O)(=O)N1CCN(C(=O)CCC2CCCC2)CC1	-25	-28[fluorescence artefact?]	0	109	-1	0	1	2	1.1
CSc1ccc(CNc2ccc(Cl)cc2)cc1	x	x	-6	x	4	0	0.8	-7	x
O=P(Cc1nnco1)(c1ccccc1)c1ccccc1	-1	4	3	104	-3	1	2.1*	-8	1.1

Entries above printed as active in CD11b adhes inh.
SMILES | ERa coact inh | ERb coact inh | FAK blocker | ERa SRC1 pot | CD11b adhes enh | PLAP activator | CD11b adhes inh | MT1-MMP txn act
CCOc1ccc(OCc2cccc(C(=O)O)c2)cc1 | x | x | x | x | -1 | 1.1 | 59* | 0

(list continues)
compound	ERa coact inh	ERb coact inh	FAK blocker	ERa SRC1 pot	CD11b adhes enh	E coli WT exp	PLAP activator	CD11b adhes inh	MT1-MMP txn act
Fc1cccc(-n2c(-c3ccco3)nc3nc4ccccc4nc32)c1	-6	1[fluorescence artefact?]	-1	118	-4	-5	0.9	-7	1.1
CCOC(=O)N1CCN(C(=O)c2ccc3nc4ccsc4c(=O)n3c2)CC1	3[fluorescence artefact?]	4[fluorescence artefact?]	x	107	4	-9	1	10	1.3
COC(=O)CSc1nc2ncccc2[nH]1	20	-7	-3	85	-2	-1	1.1	12	1.2
O=C(c1ccncc1)N1CCN(C(=O)c2cccc3ccccc23)CC1	2	2	-2	113	-4	1	1	-9	1.3
CC(=O)/C=C\c1cn(-c2ncc(C(F)(F)F)cc2Cl)c2ccccc12	x	x	2	x	2	9	1.2	5	x
Cc1cc(/C=C2\C(=N)N3C(SCc4ccccc4)=NSC3=NC2=O)c(C)n1Cc1ccccc1	-2	-6	-1	119[fluorescence artefact?]	30	-8	1.5	22	1.1
CC(=O)Nc1ccc(S(=O)(=O)Nc2cccc(N(C)S(C)(=O)=O)c2)cc1	3	0	-6	142	0	0	1.1	26	1
Cc1ccc(-c2ccc(CCC(=O)O)n2-c2ccc(O)cc2)cc1	0	3	0	46	x	10	1.2	x	1.2
COc1ccccc1NC(=O)C1=C(C)Nc2nnnn2C1c1ccccc1OC (stereo unspecified)	4	-6	0	105	3	0	0.8	-25	1.1
Cn1c(=O)[nH]c(=O)c2c1nc(N(CCO)Cc1ccccc1)n2CCCc1ccccc1	-10	1	3	117[fluorescence artefact?]	1	2	1.5	2	x
COc1ccc(C(=O)Nc2nc3ccccc3c(=O)[nH]2)cc1	1[fluorescence artefact?]	-4[fluorescence artefact?]	0	96	2	-7	0.8	-4	1.6
CCOC(=O)N1CCN(c2c(NCCCN(C)c3ccccc3)c(=O)c2=O)CC1	2	-8	3	125	4	1	0.9	-11	1.1
Cc1c2cnn(-c3ccccc3)c(=O)c2c(C)n1CCCC(=O)N1CCN(C)CC1	9	14	-2	93	-1	5	1.2	-5	1.1
CCOC(=O)N1CCC(n2c(SCC(=O)c3ccccc3)nc3ccsc3c2=O)CC1	x	x	-3	x	0	-2	1	-3	x
CCN(CC)S(=O)(=O)c1ccc(Cl)c(C(=O)NC)c1	4	8	-1	109	-3	-6	1	-10	0.9
COc1ccc2nc(SCC(=O)NC(C)C)[nH]c2c1	2	0	-5	116	-2	2	0.8	-3	1

Record cards, as listed above:
COc1ccccc1NC(=O)C1=C(C)Nc2nnnn2C1c1ccccc1OC (stereo unspecified) reads ERa coact inh: 4; ERb coact inh: -6; FAK blocker: 0; ERa SRC1 pot: 105; CD11b adhes enh: 3; E coli WT exp: 0; PLAP activator: 0.8; CD11b adhes inh: -25; MT1-MMP txn act: 1.1
CC(=O)/C=C\c1cn(-c2ncc(C(F)(F)F)cc2Cl)c2ccccc12 reads ERa coact inh: x; ERb coact inh: x; FAK blocker: 2; ERa SRC1 pot: x; CD11b adhes enh: 2; E coli WT exp: 9; PLAP activator: 1.2; CD11b adhes inh: 5; MT1-MMP txn act: x
